Hsp70 act: transcriptional activators of Hsp70 | HeLa Hsp70 promoter luciferase reporter, luminescence; scaled: vehicle 0, proteasome-inhibitor control 100% | activation, % at 10 µM | 200,000 tested, 0.04% active | AID 1203;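 active = activation above the mean across all tested compounds plus 3 SD, cutoff set per campaign, cut at about 5.5% in these data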;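 also: 100% = MG132 at 30 µM as the positive control and 0% = DMSO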
RAM inhibit: yeast RAM network inhibition. 190,000 tested, 1.8% active. inhibition, % at 50 µM. AID 868. S. cerevisiae dse1pr::URA3 reporter, 5-FOA growth OD615, 2 d; analog-sensitive cbk1-as2 kinase mutant strain;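 active = inhibition above a set limit, 3 SD over mean compound inhibition, cut at about 8.4% in these data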;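 also: 0% = DMSO-only wells with no growth and 100% = 10 µM 1-NA-PP1 full growth; inhibition rescues growth on 5-FOA so higher OD means more RAM inhibition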
TNAP inh hi DEA: TNAP (human) inhibition, high acceptor. P05186. purified TNAP, CDP-star luminescence, 1 M DEA. inhibition, % at 20 µM. 200,000 tested, 0.03% active;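 active = over 50% inhibition of tissue-nonspecific alkaline phosphatase at 20 µM in the single-dose screen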;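 also: plate controls were DMSO wells for no effect and EDTA-quenched wells as full inhibition for full effect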
Target sequence (P05186 whole entry, looked up): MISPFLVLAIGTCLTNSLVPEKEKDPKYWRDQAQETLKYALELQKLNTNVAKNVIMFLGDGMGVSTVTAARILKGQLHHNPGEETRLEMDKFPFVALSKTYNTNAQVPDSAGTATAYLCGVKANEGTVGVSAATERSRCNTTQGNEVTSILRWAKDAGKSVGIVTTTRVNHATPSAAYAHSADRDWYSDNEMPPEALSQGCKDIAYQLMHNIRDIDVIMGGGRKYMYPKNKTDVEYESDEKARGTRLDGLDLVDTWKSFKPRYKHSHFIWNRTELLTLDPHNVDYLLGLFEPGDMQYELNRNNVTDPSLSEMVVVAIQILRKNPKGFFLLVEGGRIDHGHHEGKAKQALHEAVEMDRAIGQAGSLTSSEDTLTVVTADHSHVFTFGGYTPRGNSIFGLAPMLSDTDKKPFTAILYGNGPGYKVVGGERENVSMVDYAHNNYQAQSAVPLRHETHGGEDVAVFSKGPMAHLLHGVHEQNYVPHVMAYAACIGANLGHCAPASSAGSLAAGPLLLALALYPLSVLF
L major viab: Leishmania major promastigote growth inhibition; inhibition, % at 10 µM; 200,000 tested, 9% active; Leishmania major promastigotes, resazurin fluorescence viability; AID 1063; in the data active = inhibition above about 50%;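 also: promastigotes grown with compound for 44 hours at 28 °C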
S1P3 antagonist: S1P3 (human) receptor antagonism; Q99500; 170,000 tested, 0.27% active; CHO S1P3 NFAT-BLA reporter, FRET fluorescence, antagonist mode; inhibition, % at 4.98 µM;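 active = inhibition above the plate cutoff, the mean inhibition of test wells on that plate plus 3 SD, cut at about 28% in these data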;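 also: cells challenged with S1P at its EC80 of 0.8 µM; blue over green emission ratio from cleaved BLA substrate after 4 h stimulation; 0% = S1P-stimulated wells and 100% = unstimulated DMSO-only wells; some compounds past the cut are filed as inactive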
TNAP inh no acc: TNAP (human) inhibition, acceptor-free conditions. P05186. purified TNAP, CDP-star luminescence, 30 min. inhibition, % at 20 µM. 200,000 tested, 0.26% active;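 active = tissue-nonspecific alkaline phosphatase inhibition above about 50% at 20 µM in the single-dose screen, limit read from the data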;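 also: 0% = DMSO negative control and 100% = EDTA positive control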
Efa HMGR inh: inhibitors of class II HMG-CoA reductase from Enterococcus faecalis; purified E. faecalis HMGR, NADPH absorbance 340 nm kinetic; inhibition, % at 10 µM; 190,000 tested, 0.41% active;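 active = inhibition above a set limit, the median over all tested compounds plus 3 SD, cut at about 9.5% in these data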;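 also: enzyme runs in reverse so mevalonate oxidation gives rising NADPH absorbance; 0% = complete reaction with DMSO and 100% = background rate lacking mevalonate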
Redox H2O2 prof: compounds producing H2O2 with reducing agent – biochemical, NIH compound library profiling, artefact control for MLSCN library redox annotation, primary screen | AID 878 | activation, % at 10 µM | 200,000 tested, 0.03% active | DTT-dependent redox cycling H2O2, phenol red/HRP absorbance; 100% = 100 µM peroxide control, 0% = buffer;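 active = activation of at least 50% relative to the plate's high and low controls in the primary single-dose screen; inactive = activation below 50%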;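 also: compound incubated with DTT at 0.8 mM final as the reducing agent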
PMI act hi M6P: increases human PMI activity with near-saturating mannose 6-phosphate; coupled PMI enzyme assay, resazurin fluorescence, 20 min; stronger effect = higher value; 1 = untreated enzyme, 0 = substrate-free blank; 190,000 tested, 0.34% active; P34949; activation factor at 20 µM;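 active = activation factor of 2 or more at 20 µM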
Target sequence (P34949 whole entry, looked up): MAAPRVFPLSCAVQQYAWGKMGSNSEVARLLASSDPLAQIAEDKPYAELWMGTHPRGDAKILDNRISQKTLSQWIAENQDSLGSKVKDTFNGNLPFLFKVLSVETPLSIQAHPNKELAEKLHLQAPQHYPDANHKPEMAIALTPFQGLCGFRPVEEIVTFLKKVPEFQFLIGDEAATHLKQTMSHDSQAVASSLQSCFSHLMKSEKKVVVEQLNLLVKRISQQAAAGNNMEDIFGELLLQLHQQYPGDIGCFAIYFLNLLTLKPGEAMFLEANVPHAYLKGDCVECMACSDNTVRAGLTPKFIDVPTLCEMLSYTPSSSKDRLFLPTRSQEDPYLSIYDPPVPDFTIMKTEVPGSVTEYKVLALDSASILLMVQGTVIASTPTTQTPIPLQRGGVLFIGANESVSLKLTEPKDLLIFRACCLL
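Material: human phosphomannose isomerase with PGI, G6PDH, diaphorase coupling enzymes; amount: PMI at 15 ng/mL final; also added: Mannose-6-phosphate 1.0 mM (near-saturating) plus 0.22 mM NADP+; incubation: enzyme reaction with compound 20 min at room temperature; signal: resorufin fluorescence (Ex 544/Em 590 nm) from resazurin via diaphorase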
PMI act: phosphomannose isomerase (human) activation; P34949; purified human PMI, coupled resazurin fluorescence, 20 min; stronger effect = higher value; 1 = vehicle control, 0 substrate-free wells; activation factor at 20 µM; 190,000 tested, 0.005% active;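 active = activation factor of 2 or more at 20 µM, relative to plate controls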
* = called active by the depositor; x = no result given; & = joins results of further samples.

SMILES	Hsp70 act	RAM inhibit	TNAP inh hi DEA	L major viab	S1P3 antagonist	TNAP inh no acc	Efa HMGR inh	Redox H2O2 prof	PMI act hi M6P	PMI act
COC(=O)c1ccc(CSc2nnc3c(Cl)cc(Cl)cn23)o1	-0.5	0.1	-8	-6	-7	-4	-9	2.7	1.1	1.2
COc1cc(OC)cc(C(C(=O)NC2CCCCC2)N(C(=O)c2ccno2)c2ccccc2)c1 (centres undefined)	-0.5	0.1	-2	-4	x	-21	-6	0.5	1	1.1
COc1ccc(NC(=O)c2cc(-c3cccnc3)nc3ccc(C)cc23)cc1OC	-0.2	1.8	-2	-3	x	-2	-10	2.3	0.9	1
CCc1ccc(C(=O)COC(=O)C(Cc2ccccc2)NC(=O)C2CCC(C)CC2)cc1 (centres undefined)	0.7	5.0	2	1	x	-5	4	-3.7	1	1
COc1ccc(Sc2ncnc3onc(C)c23)cc1	-0.2	1.4	-3	23	2	-9	-6	-1.4	1.1	1.1
COc1ccccc1C(=O)n1nc(-c2ccccc2)nc1N	0.1	-0.3	-3	-4	-40	24	3	4.6	0.8	0.8
Nc1[nH]c(=O)ncc1F	-0.2&0.3	0.0	-2&-2	-7	-8&-19	-9&-6	1&3	0.1	1.1&1.1	1.1&1
COc1ccc(Nc2oc(COc3ccc(C)cc3)nc2C#N)cc1	0.0	3.4	0	-4	x	-4	-7	2.3	0.8	0.8
COc1ccccc1C(=O)N/N=C/c1cnc2ccccc2n1	0.4	1.1	-2	-2	9	8	-1	-0.3	1	1.1
CCCCCCC(=O)N(O)C1CC(=O)N(c2ccccc2)C1=O (centres undefined)	-0.2	-0.8	-2	-5	16	-8	-1	2.3	1.6	1.4
COc1ccc(OC)c(N(CC(=O)NC2CC2)S(=O)(=O)c2ccc(C)cc2)c1	-0.4	-0.3	-2	3	-4	-4	-2	-0.8	1	0.9
O=C(CSc1ncn[nH]1)Nc1nnc(-c2ccccc2)s1	0.7	1.9	-2	-9	-44	-38	1	-1.1	1	1
Cc1ccc(NC(=O)CCn2cnc3ccccc3c2=O)c(C)c1	-0.3	-1.2	5	-9	-1	-2	-3	-0.9	1	0.9
c1csc(-c2noc(CN3CCN4CCCC4C3)n2)c1 (centres undefined)	-0.3	0.9	-8	19	2	-13	0	-1.2	1	0.9
O=C(Nc1cc(C(F)(F)F)ccc1Cl)c1cc2nc3c(c(C(F)(F)F)n2n1)CCCC3	-0.3	3.5	-3	-5	x	-11	-1	-19	1.2	1.1
Oc1ccccc1C=NCC(O)c1ccccc1 (centres undefined)	-0.2	0.3	1	45	4	6	-5	3.3	0.8	0.8
NC(=O)COC(=O)c1ccccc1Nc1ccc(SC(F)F)cc1	-0.1	-0.6	-1	-7	2	-6	1	0.0	0.8	0.9
CNC(=O)CSc1nnc(-c2cccnc2)n1CCc1ccccc1	-0.2	1.9	-1	-5	-27	-5	-4	-1.7	1	0.9
COc1ccc(-c2nc(Cn3c(SCc4ccccc4F)nc4ccncc43)c(C)o2)cc1	0.2	-0.2	1	6	x	-3	-6	-0.4	0.9	1
Cc1cc(Cl)c(OCCCSc2nc(C)cc(=O)[nH]2)c(Br)c1	-0.1	5.6	0	-8	x	-6	-3	-0.7	0.9	0.9
COC(=O)c1c(NC(NC(=O)C(C)C)C(Cl)(Cl)Cl)sc2c1CCCC2 (centres undefined)	0.1	2.8	-2	48	7	-4	-3	-0.6	0.9	0.9
CCCCn1c(SCC(=O)N(CC)C2CCS(=O)(=O)C2)nc2cc(S(N)(=O)=O)ccc21 (centres undefined)	0.3	0.9	-2	-4	5	-19	-5	-1.0	1.1	1.2
CN1CCN(C(=O)C2=C[C@@H](C3CCCCC3)C[C@@H](OCCCCO)O2)CC1	-0.2	0.0	-5	-6	-15	-13	1	-0.3	0.9	0.9
Cc1ccc(NC(=O)c2oc3ccc(S(=O)(=O)N4CCOCC4)cc3c2C)cc1C	-0.5	1.9	-2	1	-5	-11	0	2.1	1	1
Cc1ccc(S(=O)(=O)N(C)Cc2nc(-c3ccncc3)no2)cc1	-0.1	0.5	-3	11	6	-12	2	1.6	1	1
CCn1c(=O)n(CC(=O)NCc2ccco2)c(=O)c2ccccc21	0.6	1.5	0	-7	-7	-8	-2	-0.3	0.9	0.9
COc1cc2c(cc1OC)CN(C(=O)CSc1nc(C)cc(C)c1C#N)CC2	-0.6	1.7	-4	2	x	-1	-3	-0.1	1.1	1.1
Cn1c(=O)c2c(nc(SCC(=O)c3ccc(F)cc3)n2C)n(C)c1=O	-0.4	3.2	2	0	3	1	-5	0.1	x	x
Cc1ccc2c(c1)nnn2C1CCN(C(=O)c2cccs2)CC1	0.7	0.7	-2	-4	-8	-8	-2	-2.1	1	1
O=c1cc(O)c2c(=O)n(Cc3ccccc3)c3ccccc3c2o1	-0.1	4.2	-3	-3	4	-2	-6	-1.2	1	1.2
COc1ccc(CCNc2nc(-c3ccc(NC(C)=O)cc3)cs2)cc1OC	-0.3	0.8	2	3	-7	-8	1	-1.0	0.9	1
Cc1ccc(-c2nc(N/N=C/c3cccnc3)c3ccccc3n2)cc1	-0.6	1.3	1	-3	x	-2	0	0.0	1	0.9
COc1ccc(CCNC(=O)CN2CCC(C(N)=O)CC2)cc1	-0.3	1.5	-1	-5	-8	-5	0	2.5	1	1
Cc1nc(Nc2ccc(C(=O)O)cc2)nc(Nc2ccc(C(=O)O)cc2)c1[N+](=O)[O-]	-0.1	-0.6	-3	-2	-14	-2	-2	-0.5	1.1	1.2
O=C(O)c1cccnc1Oc1ccccc1	-0.1	0.9	-2	-5	-7	-10	4	0.1	1.1	1.1
C=CCNC(=O)c1c(Cl)cnn1-c1ccc(C)cc1	0.3	2.7	-7	-1	-5	-9	-1	-1.1	0.9	0.9
CCOC(=O)C1(Cc2cccc(OC)c2)CCN(CCO)CC1	-0.3	0.4	-1	-5	-15	-2	-7	11	1	1
COc1ccc(-c2nnc(Nc3ccc(OC)c(C(=O)N4CCCCC4)c3)c3ccccc23)cc1	-0.1	0.8	-5	53*	-15	-17	-10	0.2	0.9	0.9
CC(=O)Cc1nsc(NC(=O)c2ccccc2)n1	0.0	1.5	-3	1	6	0	0	2.2	0.9	1
Cc1ccc(C(=O)Nc2ccc(C(=O)N3CCCCC3C)cc2)cc1 (centres undefined)	0.7	0.0	1	3	-125	-7	0	-0.4	1	1
O=C(NCC(=O)N(Cc1ccco1)C(C(=O)NC1CCCCC1)c1cccnc1)c1ccco1 (centres undefined)	0.1	1.0	3	-6	-31	4	-5	-1.7	1	0.9
CCOC(=O)C1(Cc2ccccc2)CCN(CC2CC=CCC2)CC1 (centres undefined)	0.3	1.1	-6	80*	-10	-13	-6	-0.1	1.1	1
NC(=O)[C@@H]1CCCN1Cc1nc(Cc2ccccc2F)no1	-0.2	-0.1	-3	5	-15	-2	4	0.8	1	1
Cc1sc2ncn(CC(=O)Nc3ccccc3F)c(=O)c2c1-c1ccccc1	-0.3	1.1	-2	8	-7	-9	-4	0.1	1	0.9
CCOc1ccc(-c2nc(C#N)c(N3CCOCC3)o2)cc1	-0.2	5.4	-10	-5	15	-13	-1	-1.1	0.9	0.9
O=C(Nc1cccnc1)C(Cc1ccccc1)n1cccc1 (centres undefined)	-0.2	0.1	-6	1	12	17	0	0.1	1	1.1
COc1ccc(NC(=S)NCCCCCC(=O)C[N+](=O)[O-])cc1	-0.5	1.9	-2	3	-11	-9	-2	-1.9	1.1	1
Cc1ccc(-c2csc(Nc3ccccc3)[n+]2CCc2ccccc2)cc1	-0.3	4.4	-4	24	-9	-9	-4	0.3	1	1.1
O=C(O)c1ccc(N/N=C/c2ccc3c(c2)OCO3)cc1	-0.2	4.1	6	1	3	3	-2	-0.3	1.1	1.3
CC(=O)[C@@H]1[C@@H]2C(=O)N(c3ccc(F)c(Cl)c3)C(=O)[C@@H]2C2c3ccccc3C=CN21 (some centres undefined)	-0.6	2.3	0	-1	-16	-10	0	-0.2	1.3	1.5
CCc1cc2cc(C(=O)Nc3ccccc3F)sc2s1	-0.4	4.7	-4	-3	1	-11	-1	2.9	1	1
Cn1c2c(c(=O)n(C)c1=O)[C@@H]1c3c(ccc4ccccc34)OC[C@@H]1CO2	-0.3	1.6	-2	-9	x	1	-2	0.5	1	1.1
Cc1cccc(C2N(c3nccs3)C(=O)C3CCCN32)c1 (centres undefined)	-0.2	-0.6	-4	-2	-13	-10	0	-1.6	0.8	0.8
CC(C(=O)Nc1ccc2c(c1)OCCO2)N1CCN(C(=O)c2ccco2)CC1 (centres undefined)	-0.5	-0.8	-4	2	x	-12	-4	0.3	1.1	1.1
Cc1ccc(CNC(=O)c2cn(C)c(=O)c3c2c2ccccc2n3C)o1	-0.2	0.8	-1	13	x	-20	2	0.5	1.2	1.1
COc1ccc(CN(CCCN2CCOCC2)C(=O)Nc2ccccc2)cc1OC	-0.3	0.0	-3	0	2	-4	3	-0.1	1	1
Cc1cccc(C(=O)N(NC(=O)Oc2ccccc2)C(C)(C)C)c1	-0.2	1.4	0	33	4	-9	-3	-0.8	1.1	1.1
COc1ccc(-n2cccc2/C=C/[N+](=O)[O-])cc1	-0.2	1.3	-1	100*	13	3	-3	-0.1	1.2	1.3
CCC(=O)Nc1nc2ccccc2n1CCN(C)C	-0.2	1.9	-9	-3	x	-6	2	-0.4	1.1	1
CC1CCN(C(=O)C2CCN(S(=O)(=O)c3cnc[nH]3)CC2)CC1	-0.4	-0.1	-4	-1	-49	-9	-1	-1.2	0.9	0.8
Other results.
SMILES	Hsp70 act	RAM inhibit	TNAP inh hi DEA	L major viab	S1P3 antagonist	TNAP inh no acc	Efa HMGR inh	Redox H2O2 prof	PMI act hi M6P	PMI act
O=C(COC(=O)CNS(=O)(=O)c1ccccc1)NC12CC3CC(CC(C3)C1)C2	-0.2	0.3	-8	1	-19	-23	-1	-0.3	1	1
Cc1cccc(C)c1NC(=O)C1CCCN1C(=O)OC(C)(C)C (centres undefined)	-0.2	0.7	-7	-5	0	-8	-5	0.4	1.1	1
COc1cccc(NC(=O)CCNC(=O)Cn2ccc3ccccc3c2=O)c1	-0.3	2.5	-1	-2	x	-8	2	0.2	0.9	0.8
COC(=O)CSCC(=O)Nc1nnc(-c2ccccc2C)s1	-0.2	4.6	-5	-8	-7	-15	-1	-1.8	1	1
CCOC(=O)N1N=C(c2ccc(OC)cc2)CC1(O)C(F)(F)F (centres undefined)	-0.1	-1.0	-4	-2	1	-6	0	-1.0	0.9	0.8
CCCCCn1c(N)c(-c2nc3ccccc3o2)c2c([N+](=O)[O-])nn(C)c(=O)c21	-0.4	4.4	3	-7	15	-3	-5	-0.1	1	0.9

An unsorted share of the library, and some 12% of all compounds hit somewhere here.
